# CHT allo act – allosterically activates the human high affinity choline transporter | Q9GZV3 | CHT-expressing cells, membrane potential dye, choline EC20; hits give high values; LV-AA mutant CHT in HEK293 cells | B-score at 10 µM | 310,000 compounds, 0.49% hits | AID 488977;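 active = initial fluorescence not abnormally high and integrated response B-score, plate-corrected, over 3 SD above library mean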
# OX1R antag – antagonists of human orexin 1 receptor; O43613; CHO/OX1R cells, Fluo-8 calcium fluorescence, orexin A; inhibition, % at 5 µM; 330,000 compounds, 0.43% hits; AID 434989;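 active = inhibition above its plate's threshold, mean inhibition of all tested compounds on the plate plus 3 SD, cut at about 37% in these data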;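 note: 0% = orexin A challenge wells and 100% = SB-334867-A antagonist wells; not every result past the cut was called active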
# Target sequence (O43613 whole entry, looked up): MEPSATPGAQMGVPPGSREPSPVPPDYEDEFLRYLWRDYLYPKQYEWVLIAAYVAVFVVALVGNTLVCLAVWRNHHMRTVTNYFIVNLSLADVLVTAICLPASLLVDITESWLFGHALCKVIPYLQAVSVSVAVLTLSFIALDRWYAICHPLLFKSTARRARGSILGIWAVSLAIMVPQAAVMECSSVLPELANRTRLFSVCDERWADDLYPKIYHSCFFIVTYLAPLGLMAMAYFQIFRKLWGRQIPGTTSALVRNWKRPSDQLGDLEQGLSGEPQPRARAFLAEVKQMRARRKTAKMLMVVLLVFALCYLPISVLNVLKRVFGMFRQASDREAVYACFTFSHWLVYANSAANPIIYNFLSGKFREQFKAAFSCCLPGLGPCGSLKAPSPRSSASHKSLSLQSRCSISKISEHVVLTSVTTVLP
# * marks the source's active call; other numbers are inactive results; i = inactive; / = not tested or not shown; & = joins results of further samples. Rows were taken by chance (roughly 0.83% active in at least one column).
SMILES,CHT allo act,OX1R antag
O=C(Nc1nc(-c2ccccc2)cs1)C1CCCN(S(=O)(=O)c2ccccc2)C1 (configuration not stated),i,16
O=Cc1ccc(C(=O)OCC(=O)NCc2ccco2)cc1,/,7
COC(CNC(=O)c1ccc(CS(=O)(=O)c2ccc(C)cc2)o1)OC,i,-2
CCOc1cc(NC(=O)C(C)C)c(OCC)cc1NC(=O)Nc1ccccc1,i,-13
CCCc1cc(C(=O)NCc2cccs2)no1,i,1
Clc1ccc(Cc2noc(CN3CCN(c4ccccc4)CC3)n2)c(Cl)c1,i,-28
COc1cccc(/C=C2/SC(=S)N(CC(=O)NNC(=O)c3ccccc3OC)C2=O)c1,i,-7
COc1ccccc1OCCc1nnc(N)s1,i,-1
COc1cccc(C(=O)N(Cc2cc3cc(C)ccc3[nH]c2=O)CC2CCCO2)c1 (configuration not stated),i,-17
CCOC(=O)C1(Cc2cccc(OC)c2)CCN(Cc2cnc(N)nc2)CC1,i,5
Clc1ccc(-c2noc(CCCOc3ccccc3)n2)cc1,i,9
Cc1c(N=Cc2ccc(O)c(Br)c2)cccc1[N+](=O)[O-],i,0
O=C(O)c1cncc(SCc2ccccc2)n1,i,-16
Cn1ncc(Br)c1C(=O)N1CCCCCC1,i,11
O=C(O)CCSSCCC(=O)O,/,-9
OCCC1CN(Cc2cccn2-c2ccccn2)CCN1C1CCCCC1 (configuration not stated),i,-30
N/C(Cn1cncn1)=N\NC(=O)C(=O)Nc1ccccc1,i,-4
CC1(C)Cc2ccccc2C(/C(=N/O)C(N)=O)=N1,i,-5
CCOC(=O)C1CCN(c2ncnc3c2oc2ccc(Br)cc23)CC1,i,-11
CCCNC(=O)c1ccccc1NC(=O)c1ccc2c(c1)NC(=O)C(C)S2 (configuration not stated),i,-34
CCN(C(=O)CSc1nc2cc(C(=O)O)ccc2c(=O)n1Cc1ccccc1)c1ccccc1,i,-13
Cc1ncc([N+](=O)[O-])n1CC(=O)NC1CCCCCC1,i,-7
CC(=O)Nc1cccc(S(C)(=O)=O)c1,i,-2
CCOc1ccc(C2c3[nH]c4ccccc4c3CCN2Cc2cccn2-c2ncccn2)cc1 (configuration not stated),6.8*,-11
Cn1c(CC(=O)Nc2ccccc2)nnc1SCC(=O)Nc1ccc(N2CCOCC2)cc1,i,-8
COC(=O)C1CCN(C(=O)COC(=O)C2CCN(S(=O)(=O)c3c(Cl)cccc3Cl)CC2)CC1,i,-7
C=CCN1C(=O)S/C(=C/c2ccsc2)C1=O,i,-15
CCOc1ccc(N(CC(=O)Nc2ccc(OC)cc2)C2=NC3CS(=O)(=O)CC3S2)cc1 (configuration not stated),i,-8
COc1ccccc1CNC(=O)C1CCC(CNc2c(N3CCC(C)CC3)c(=O)c2=O)CC1 (configuration not stated),i,-20
O=C(CN1C(=O)C(=O)N(Cc2ccco2)C1=O)Nc1ccccc1,/,-15
Cc1ccc(N(CC(=O)N2CCCC2)S(C)(=O)=O)c(C)c1,i,-20
O=[N+]([O-])c1ccc(C(=S)N2CCN(Cc3ccccc3)CC2)cc1,i,-15
CCN1C(=O)c2ccccc2S(=O)c2ccc(C(=O)N3CCN(C(=O)c4ccco4)CC3)cc21 (configuration not stated),i,-17
O=C(NCC(=O)N(c1ccccc1)C(C(=O)NC1CCCCC1)c1cccnc1)c1cccs1 (configuration not stated),i,-7
Cc1ccc(C(=O)Nc2cccc(C(=O)O)c2)cc1S(=O)(=O)N1CCCCC1,i,-11
Cc1ccc(NC(=O)Cn2cc(C(F)(F)F)cc(Cl)c2=O)cc1Cl,i,-30
CCc1ccc(OCCNC(=O)c2ccco2)cc1,i,-1
O=C(NCc1ccco1)c1cc2n(n1)C(C(F)(F)F)CC(c1ccc(F)cc1)N2 (configuration not stated),i,-5
CCc1ccc(S(=O)(=O)N/N=C(/C)c2ccncc2)cc1,i,-10
COc1ccccc1OCC(O)CN1CCN(CC(=O)Nc2c(C)cccc2C)CC1 (configuration not stated),i,-7&-9
CC1(C)NC(=O)N(CCCCOc2ccc(Br)cc2Cl)C1=O,i,-33
COc1ccc(C(=O)NCC(=O)OCC(=O)c2ccc(Cl)cc2)cc1OC,i,-7
CC1CC(C)CN(C(=O)Cn2nnc(-c3ccc(Br)cc3)n2)C1 (configuration not stated),i,-23
CC(C)c1ccc(N(CC(=O)NCc2ccco2)C(=O)CCC(=O)Nc2nccs2)cc1,i,-20
Cn1c(CC(=O)NNC(=O)c2ccccc2F)nc2ccccc21,/,-5
O=c1oc2ccccc2c(Nc2ccc3ccccc3c2)c1[N+](=O)[O-],i,1
COc1ccc(N2C=C3C(=O)C(C)(OC(=O)CCc4ccccc4)C(=O)C=C3C=C2c2ccc(C#N)cc2)cc1 (configuration not stated),i,-6
C=CCNC(=O)c1sccc1Oc1ccc(F)cc1[N+](=O)[O-],i,-17
Cc1nc(-c2ccccn2)sc1C(=O)O,i,-3
Cn1c([N+](=O)[O-])cnc1COC(N)=O,i,0
# New compounds follow
SMILES,CHT allo act,OX1R antag
CC(=O)Nc1ccc(S(=O)(=O)NC(C)c2ccncc2)cc1 (configuration not stated),/,4
O=C(/C=C/c1ccc([N+](=O)[O-])cc1)OCC(=O)N1c2ccccc2Sc2ccccc21,i,-19
CC(=O)c1ccc(N2CCN(C(=O)c3ccc(Cl)c(NC4=NC5CS(=O)(=O)CC5S4)c3)CC2)cc1 (configuration not stated),i,-5
O=C(Nc1cccc(Cl)c1)N1CCc2ccccc2C1,i,-17
O=C(c1ccc(C(F)(F)F)cc1)C1CCCN(C(=O)c2csnn2)C1 (configuration not stated),i,-6
Cc1cc(C)n(CCNC(=O)CC2C(=O)NCCN2Cc2ccccc2C(F)(F)F)n1 (configuration not stated),i,-21
CC(C)(C)c1ccc(C(=O)NCc2ccco2)cc1,i,-16
Cc1ccc(NS(=O)(=O)c2cc(C(=O)Nc3cccnc3)ccc2C)cc1,i,/
CN(C)c1ccc(S(=O)(=O)NCC(=O)NCCOc2ccccc2F)cc1[N+](=O)[O-],i,-38
CCC[N+](C)(C)C(C)C(OC(C)=O)c1ccccc1 (configuration not stated),i,-7
CCc1nc(SCc2ccc(Br)cc2)n[nH]1,i,-3
Oc1ccc(-c2nncn2-c2ccccc2)cc1,i,-8
O=C(Nc1cccc(-c2nc3ccccc3[nH]2)c1)c1cccc(NC(=O)c2ccco2)c1,i,5
Cc1ccc(NC(=O)N2CCCC2C(=O)NCc2cccs2)cc1 (configuration not stated),i,-8
CSc1nc2ncc3c(n2n1)CC(C)(C)CC3=O,i,-19
O=C(C1CCN(c2nnc(-n3cccc3)s2)CC1)N1CCN(c2cccc(C(F)(F)F)c2)CC1,i,0
CN1C(=O)N(C)c2cccc3cccc1c23,i,-24
Cc1nn(-c2ccccc2)c(C)c1C(=O)NCCc1ccccc1,i,5
O=c1c(/C=N/O)coc2ccc3ccccc3c12,i,6
O=C(O)c1oc2ccc(Br)cc2c1-n1cccc1,i,1
Cc1cc(NS(=O)(=O)c2ccc(Nc3nc(-c4ccc(O)cc4)cs3)cc2)no1,i,-1
O=C(Nc1c2c(nn1-c1ccc(F)cc1)CS(=O)C2)c1ccco1 (configuration not stated),i,-6
CC1(C)Cc2cccc(OCC(=O)O)c2O1,i,-6
CCc1ccc(CNC(=O)C2CCN(S(=O)(=O)N3CCCC3)CC2)cc1,i,9
COc1ccc(N2C(=O)CC(Cc3ccccc3)C2=O)cc1 (configuration not stated),i,0
COc1cccc(C(=O)Nc2sc3c(c2C(=O)O)CCCC3)c1,i,/
COc1ccc(OC)c(S(=O)(=O)N2CCN(C(=O)c3cc(C4CC4)nn3-c3ccccc3)CC2)c1,/,1
Cn1nccc1-c1cc(Cl)cc(Cl)c1O,i,-7
Cc1ccc(NC(=S)N(CCCN2CCCC2)Cc2cccn2Cc2ccc(Cl)cc2)cc1C,i,-19
O=C(O)c1ccc(N/N=C/C2=Cc3ccccc3OC2)cc1,i,-3
CCOc1ccccc1NC(=O)C1CCN(C(=O)NCc2ccccc2)CC1,i,-13
COc1cc(C(=O)COC(=O)c2cccs2)cc(OC)c1OC,/,3
CCOCCCNC(=O)C(NC(=O)c1cnccn1)c1ccc(OC)cc1 (configuration not stated),i,-20
CC1(C)Cc2c(sc(NC(=O)C(=O)N3CCCCC3)c2C(=O)O)CO1,i,-3
O=C(CN1CCN(c2ccc(F)cc2)CC1)Nc1ccc(S(=O)(=O)N2CCOCC2)cc1,i,-23
Oc1ccc(/C=N/Nc2ccnc3cc(Cl)ccc23)c(O)c1,i,-9
O=C1NC(=S)/C(=C\c2ccc(-c3ccccc3Cl)o2)S1,i,18
O=C(CN1CCN(c2ccccc2)CC1)Nc1ccc(F)cc1,i,-6
C=CCOc1ccc(CN(C)C(=O)C2CCCO2)cc1 (configuration not stated),i,-3
CN(C)S(=O)(=O)c1c(Cl)cccc1Cl,i,-20
Cc1ccccc1CS(=O)(=O)Cc1ccc(C(=O)NCc2cccnc2)o1,i,-15
C=CCn1c(CCC(=O)O)ccc1-c1ccccc1,i,-16
CNC(=O)COC(=O)c1ccc(NS(=O)(=O)c2ccc3c(c2)OCCO3)cc1,i,-9
COCCN1C(=O)c2oc3c(C)cc(C)cc3c(=O)c2C1c1cccc(O)c1 (configuration not stated),i,-28
COc1cccc(OC)c1C(=O)OCC(=O)/C(C#N)=C(\C)N,i,3
Cc1nnc(N/N=C/c2ccccn2)[nH]c1=O,i,-16
Cc1cccc(-n2[nH]c3c4c(ccc3c2=O)C(=O)c2ccccc2C4=O)c1,i,-12
Cc1cc(C)c(C(=O)NCCCN2CCOCC2)c(C)c1,i,5
CSCCNC(=O)c1ccc2nc(C3CCCCC3)oc2c1,i,-19
Oc1ccc(Br)cc1-c1nc2cnccn2c1NC1CCCC1,i,-35
# (more compounds)
SMILES,CHT allo act,OX1R antag
O=C(COC(=O)CCc1ccc(S(=O)(=O)N2CCCCC2)cc1)Nc1cccc2ccccc12,i,-7
CCSc1nc(N2CCOCC2)c2ccccc2n1,i,-13
O=C(O)c1ccc(CNCc2cc(Cl)ccc2O)cc1,/,3
CC(=O)NC1CCN(CC(=O)Nc2nccs2)CC1,i,-19
CCOC(=O)C1CCN(C(=O)C(=O)N2CCC(C(=O)OCC)CC2)CC1,i,-5
CN(C(=O)c1ccc(NC(=O)Cc2cccc(NC(=O)C3CCCN(C(=O)C4CCCCC4)C3)c2)cc1)C1CCCC1 (configuration not stated),/,-33
COc1ccc2c3c1O[C@H]1C[C@@H](O)C=C[C@@]31CCN(C)C2,i,-16
Cc1cc2oc(=O)cc(CSc3nnc(-c4cccs4)o3)c2cc1C(C)C,i,-21
CC(C)c1ccc(/C=N/NC(=O)c2cccc(S(=O)(=O)N3CCOCC3)c2)cc1,i,-15
O=C(c1c(F)c(F)c(F)c(F)c1F)N(Cc1ccccc1)Cc1ccccc1,i,-35
O=C(NC1CCCC1)c1cc(S(=O)(=O)N2CCOCC2)c(Cl)cc1Cl,i,-23
CCN(CC(=O)Nc1ccccc1C(F)(F)F)C(=O)c1ccccc1Cc1ccccc1,i,-15
CCc1nnc(NC(=O)CSc2nnc(-c3cc4ccccc4cc3O)n2CC)s1,i,-17
CCC/C(C(=O)NCCO)=C1/c2ccccc2C(=O)N1c1ccccc1,/,-5
Cc1ccn(C(=O)c2ccc(NC(=O)C3CC3)cc2)n1,i,1
O=C1CCCc2[nH]c(-c3ccccc3)nc21,i,1
Nc1nc(SCc2ccc([N+](=O)[O-])cc2)c2ncn(C3OC(CO)C(O)C3O)c2n1 (configuration not stated),i,5
COC(=O)/C(C#N)=C/c1ccc(-c2ccc(S(N)(=O)=O)cc2)o1,i,8
CC1C/C(=N/NC(=O)c2cccs2)CC(C)(C)C1 (configuration not stated),i,-14
CCc1nnc(NC(=O)CSc2ccc(-c3nc4ccc(C)cc4[nH]3)cn2)s1,i,-25
Cc1ccc(N(C(=O)c2ccc3c(c2)OCO3)C2C=CS(=O)(=O)C2)cc1 (configuration not stated),i,-16
COc1cc2cc(C(=O)Nc3ccccc3)c(N)nc2cc1OC,i,-16
COc1ccc(C(c2nnnn2Cc2ccccc2)N2CCN(c3ccccc3)CC2)cc1 (configuration not stated),i,3
Cn1cccc1C(=O)Nc1nc(-c2ccccn2)cs1,i,4
CN(CCO)c1cc(N(C)CCO)c([N+](=O)[O-])cc1[N+](=O)[O-],i,0
